From PubChem BioAssay
GAA glycogen mod: qHTS Assay for Inhibitors and Activators of Human alpha-Glucosidase Cleavage of Glycogen. Lysosomal alpha-glucosidase (Homo sapiens), P10253. recombinant GAA, glycogen substrate, Amplex Red glucose oxidase fluorescence. Potency, µM (series often up to 76.4 µM), inactives show top-dose activity change, negative = inhibition, most hits filed as inhibitors. 300,000 tested, 0.38% active. AID 2100, 2009;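 further: potency means the concentration at half of the fitted maximal effect; 0% = full enzyme reaction and -100% = no-enzyme basal signal; the screen sought inhibitors and activators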
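Recombinant enzyme (4 nM final) with compounds titrated up to 77 uM and bovine liver glycogen (30 ug) in citrate pH 5.0, 0.01% Tween-20, 37 C 40 min. Released glucose detected by Amplex Red/glucose oxidase (Ex 573/Em 610); AC50 from Hill fits.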
HTT aggregate: qHTS Multiplex Assay to Identify Dual Action Probes in a Cell Model of Huntington: Aggregate Formation (GFP). PC12 HttQ103-GFP aggregates, Acumen cytometry, 40 h. Potency, µM (highest dose often 46.1 µM), for the others: top-dose activity change, negative = inhibition, hits mostly inhibitors. 220,000 tested, 1.1% active. AID 1688, 2009; further: potency means the concentration at half of the fitted maximal effect; on the % scale 0 is the no-effect control and ±100 the full control effect; nearly all actives have a fitted effect of over 60% in size
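Compounds (qHTS titration) were added to PC12 cells expressing an ecdysone-driven HTT exon 1 Q103–GFP fusion after induction with 100 nM tebufenozide. Aggregate formation was measured as GFP objects in cell lysates.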
Lamin A splicing: qHTS Assay for Modulators of Lamin A Splicing. HeLa LMNA splicing GFP/RFP minigene ratio, 48 h. Potency, µM (top dose mostly 46.1 µM), for the others: top-dose ratio change, negative = inhibition, actives largely listed as inhibitors. 200,000 tested, 0.01% active. AID 1487, 2009; active means well fitted inhibition curve with a large enough effect in the signal ratio, with a control signal flat, not every such curve was filed as active; inconclusive means small, poorly fitted or top-dose-only effect, or effect the other way, or a change in a side signal; the % refers to the signal ratio; further: potency means the concentration at half of the fitted maximal effect; on the % scale 0 is the no-effect control and ±100 the full control effect
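S3 HeLa stable clones carrying a lamin A-EGFP splicing minigene plus DsRed2 were seeded at 600 cells/well in Opti-MEM with 2% FBS, pin-dosed and incubated 48 h at 37°C. Acumen cytometry (488 nm) gave the GFP/RFP total-intensity ratio.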
GAA spleen mod: qHTS Assay for Inhibitors and Activators of Human alpha-Glucosidase From Spleen Homogenate; Lysosomal alpha-glucosidase (Homo sapiens), P10253; human spleen homogenate, 4-MU-alpha-glucoside fluorescence; Potency, µM (doses to about 79.9 µM), for the others: at the top dose activity change, negative = inhibition, actives largely listed as inhibitors; 240,000 tested, 0.006% active; AID 2112, 2009;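 further: potency means the concentration at half of the fitted maximal effect; 0% = enzyme with vehicle and -100% = no enzyme basal signal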
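Compounds were titrated against alpha-glucosidase in spleen homogenate at pH 5.0, with 1 mM 4-methylumbelliferyl substrate for 40 min at 37 C. Reactions were quenched with pH 10 NaOH/glycine and fluorescence measured.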
HTT ATP protect: qHTS Multiplex Assay to Identify Dual Action Probes in a Cell Model of Huntington: Cytoprotection (ATP); 230,000 tested, 0.14% active; Potency, µM (highest dose often 56.4 µM), for the others: cytoprotection (ATP increase), most hits filed as activators; AID 1471, 2008; PC12 HTT-Q103 induced, cytoprotection, ATP luminescence, 40 h;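 further: potency means the concentration at half of the fitted maximal effect; % of control where 0% means no effect; nearly all actives have a fitted effect of over 45% in size; toxic huntingtin expression switched on by the ecdysone agonist tebufenozide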
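Quantitative HTS on tebufenozide-induced (100 nM) PC12 cells expressing HTTQ103 exon 1–GFP; compounds tested as a concentration series; survival measured via cellular ATP.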
GAA inh: qHTS Assay for Inhibitors of Human alpha-Glucosidase as a Potential Chaperone Treatment of Pompe Disease. Lysosomal alpha-glucosidase (Homo sapiens), P10253. purified human GAA, 4-MU-alpha-glucoside fluorescence. Potency, µM (highest dose often 76.9 µM), for inactives: top-dose activity change, negative = inhibition, hits mostly inhibitors. 200,000 tested, 0.005% active;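 further: potency means the concentration at half of the fitted maximal effect; plate controls were uninhibited enzyme wells for no effect and no-enzyme background for full effect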
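Human alpha-glucosidase, 4 nM, pre-mixed with test compounds before 400 uM 4-methylumbelliferyl substrate; 20 min room temperature at pH 5.0. Fluorescence read after pH 10 stop; AC50 values from Hill-equation fits.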
CBFb-RUNX1 inh: qHTS Assay for Compounds Blocking the Interaction Between CBF-beta and RUNX1 for the Treatment of Acute Myeloid Leukemia. Potency, µM (series often up to 59.8 µM), for inactives: top-dose activity, negative = inhibition, hits mostly inhibitors. 230,000 tested, under 10 active. Runt-related transcription factor 1 (Homo sapiens) + Core-binding factor subunit beta …. AlphaScreen CBFb-His/RUNX1-biotin binding, biochemical; further: % of control where 0% means no effect
Target sequence (Q01196 whole entry, looked up): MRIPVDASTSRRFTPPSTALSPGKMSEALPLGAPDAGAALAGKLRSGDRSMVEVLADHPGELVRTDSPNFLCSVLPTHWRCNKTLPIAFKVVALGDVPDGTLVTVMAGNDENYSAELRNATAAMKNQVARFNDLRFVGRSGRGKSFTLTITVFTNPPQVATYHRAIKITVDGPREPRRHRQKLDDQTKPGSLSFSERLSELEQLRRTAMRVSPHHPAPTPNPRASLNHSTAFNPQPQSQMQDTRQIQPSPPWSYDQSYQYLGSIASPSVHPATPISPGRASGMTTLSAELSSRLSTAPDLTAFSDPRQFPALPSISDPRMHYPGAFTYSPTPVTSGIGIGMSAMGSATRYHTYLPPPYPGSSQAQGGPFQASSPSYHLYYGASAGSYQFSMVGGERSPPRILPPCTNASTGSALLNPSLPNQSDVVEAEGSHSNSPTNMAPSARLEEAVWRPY
Target sequence (Q13951 whole entry, looked up): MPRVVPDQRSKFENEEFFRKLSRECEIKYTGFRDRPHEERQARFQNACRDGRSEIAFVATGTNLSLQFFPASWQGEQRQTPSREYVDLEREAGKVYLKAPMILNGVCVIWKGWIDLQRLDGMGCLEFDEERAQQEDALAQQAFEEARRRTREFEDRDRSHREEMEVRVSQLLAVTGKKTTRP
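Interaction loss through any mechanism counts as activity. Pre-formed complex of His-CBF-beta and biotin-RUNX1 (30 nM apiece) is incubated with compound 15 min, then with 50 ng nickel and 50 ng streptavidin beads for 90 min before AlphaScreen detection.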
* = called active by the depositor; ? = inconclusive; / = no result given; & = joins results of further samples; [ ] = remark or other dose. Unless noted, the call rests on the fitted dose curve; in most records, active means well fitted curve in the direction sought with a large enough effect; inconclusive means small, poorly fitted or top-dose-only effect, or another doubt; inactive means no such curve, though single readings can be large; an effect the other way counts as inactive or inconclusive.

Preview (2 entries):
SMILES | GAA glycogen mod | HTT aggregate | Lamin A splicing | GAA spleen mod | HTT ATP protect | GAA inh | CBFb-RUNX1 inh
COc1ccccc1Oc1nc(-c2ccccc2)cc(C)c1S(C)(=O)=O | -8% | -15% | ? | -1% | -19% | -10% | 10%
C/C(=N\NC(=O)c1cccc(S(=O)(=O)N2CCOCC2)c1)c1cc2ccccc2o1 | -4% | -5%[9.22 µM] | / | 1% | 17%[10 µM] | / | 10%

This part in full, from the first entry:
SMILES | GAA glycogen mod | HTT aggregate | Lamin A splicing | GAA spleen mod | HTT ATP protect | GAA inh | CBFb-RUNX1 inh
COc1ccccc1Oc1nc(-c2ccccc2)cc(C)c1S(C)(=O)=O | -8% | -15% | ? | -1% | -19% | -10% | 10%
C/C(=N\NC(=O)c1cccc(S(=O)(=O)N2CCOCC2)c1)c1cc2ccccc2o1 | -4% | -5%[9.22 µM] | / | 1% | 17%[10 µM] | / | 10%
Cc1ccccc1NC(=O)Cn1cnc2c1c(=O)n(C)c(=O)n2C | -8% | -19% | 1% | -1% | 1%[10 µM] | 2% | 11%
COc1ccc(C(CC(=O)c2ccc(C)cc2)C(C#N)C#N)cc1OC (stereo not drawn) | -12% | ? | ? | -1% | 1%[10 µM] | -6% | -3%
CCOc1ccccc1NC(=O)Cc1ccccc1OC | -22% | 6% | 1% | -4% | 3% | -5% | 10%
O=C(/C=C/c1cc(Br)ccc1O)c1ccco1 | -1% | 6%[9.22 µM] | / | -3% | -19%[10 µM] | / | 3%
Cc1cccc(C)c1NC(=O)C(c1ccc(Cl)cc1Cl)N1CCCCC1 (stereo not drawn) | -6% | -11% | 0% | -19% | -11% | -4% | 5%
COc1ccc(CCNC(=O)COC(=O)/C=C/c2cc(OC)c(OC)c(OC)c2)cc1OC | -1% | -9% | -7%[46 µM] | 5% | -36% | 2% | 3%
Nn1c(SCc2ccc(Br)cc2)nnc1-c1cccnc1 | 4% | -2%[9.22 µM] | / | 1% | 29%[10 µM] | / | 4%
COc1ccc(/C=C/C(=O)N2c3ccccc3Sc3ccc(C(F)(F)F)cc32)cc1 | -6% | -8% | ? | -3% | 14%[10 µM] | 2% | -6%
COc1ccc(/C=N/S(=O)(=O)CCc2ccccc2)c(OC)c1 | 4% | 7% | ? | 15% | 9%[10 µM] | 2% | 0%
Cc1ccc(-c2ccc(NC(=O)C3C4C=CC(C4)C3C(=O)O)cc2)o1 (stereo not drawn) | 40µM* | -15% | 2% | -3% | -16% | 7% | -8%
CC(C)CNS(=O)(=O)c1cc(C(=O)OCC(=O)N(C)C2CCS(=O)(=O)C2)c(Cl)cc1Cl (stereo not drawn) | -3% | -4%[9.22 µM] | / | -1% | 7%[10 µM] | / | 12%
COc1ccc(Cl)cc1S(=O)(=O)Oc1ccc(NC(C)=O)cc1 | -22% | 1% | -5% | -8% | 0%[1.9 µM] | ? | 8%
CN1CCN(NC(=O)c2cn(-c3ccccc3)nc2-c2cccs2)CC1 | ? | -7% | -5%[46 µM] | 3% | -4%[10 µM] | -8% | 9%
CCOC(=O)N1CCN(C(=O)Cc2cccs2)CC1 | 0% | 1% | -3% | -5% | -3% | 1% | 1%
CC1(C)OC(=O)C(=CNc2ncccn2)C(=O)O1 | 3% | 3% | 7% | 5% | 5% | 6% | 4%
Cc1cc(Cl)ccc1OCC(=O)NNC(=O)c1cnccn1 | 9% | 3% | / | -11% | -15% | -3% | -5%
COC(=O)CCCCCC(CCC(=O)OC)NC(C)=O (stereo not drawn) | 1% | 4% | 14% | 7% | -2% | 2% | 5%
CCn1ncc(C2=NOC(C(=O)Nc3cccc(O)c3)C2)c1C (stereo not drawn) | 4% | ? | -1%[46 µM] | -1% | 16% | -4% | -6%
Cc1cc(NC(=O)COn2nnc3ccccc32)no1 | 1% | 12% | 4% | -6% | -2%[10 µM] | -1% | 11%
O=C(Nc1ccc(Cl)c(Cl)c1)N1N=CCC1c1ccccc1 (stereo not drawn) | -15% | -21% | 14%[46 µM] | -6% | -35%[inhibitor] | 1% | 15%
O=C(NCCCn1ccnc1)c1cccc(S(=O)(=O)N2CCCCCC2)c1 | 4% | 2%[9.22 µM] | ? | 6% | -10% | -1% | 4%
N#Cc1cnn(-c2ccccc2)c1NC(=O)CN1CCN(c2ccccc2)CC1 | -7% | 2%[9.22 µM] | / | -2% | 30%[10 µM] | / | 1%
Cn1c(=O)c2[nH]c(-c3ccccc3)nc2n(C)c1=O | 6% | -10% | -9%&-2% | 3%&6% | -1%[1.9 µM] | 0%[15.4 µM] | 16%&-15%
O=C(Nc1ccccn1)NC1CCCCC1 | -8% | -4% | 1% | 4% | 1% | -2% | 1%
CC(C)CCc1noc(CN(C)CC2CCN(Cc3ccccc3)CC2)n1 | 10% | 8% | / | 8% | -6% | -3% | 0%
O=C(CN1CCN(c2ncccn2)CC1)N(Cc1ccccc1)c1ccc(F)cc1 | -10% | 17% | -11% | 3% | 12%[10 µM] | 0% | 2%
CCOC(=O)N/N=C1/C[C@@H](O)[C@@H](O)[C@@H]2[C@@H]3C(=O)N([C@@H](C)c4ccccc4)C(=O)[C@H]3CC[C@@H]12 | / | / | / | 4%[17.4 µM] | -3%[10 µM] | / | 4%[13.1 µM]
COc1cccc(NC(=O)Nc2nnc(N3CCCCC3C)s2)c1 (stereo not drawn) | -7% | ? | ? | 0% | -10% | 4% | 2%[2.36 µM]

3 of the entries above in order of the HTT aggregate value, descending:
Molecule,HTT aggregate
COc1ccc(/C=N/S(=O)(=O)CCc2ccccc2)c(OC)c1,7%
Cc1cccc(C)c1NC(=O)C(c1ccc(Cl)cc1Cl)N1CCCCC1 (stereo not drawn),-11%
COc1ccccc1Oc1nc(-c2ccccc2)cc(C)c1S(C)(=O)=O,-15%

Going on with the list.
SMILES | GAA glycogen mod | HTT aggregate | Lamin A splicing | GAA spleen mod | HTT ATP protect | GAA inh | CBFb-RUNX1 inh
CCN1CCC(=NNC(=O)CC23CC4CC(CC(C4)C2)C3)CC1 | 18% | 6% | 8% | -2% | -24% | 2% | 5%
C=CCn1c(SCC(=O)N2CCN(c3ccc(F)cc3)CC2)nnc1-c1cccs1 | 26% | 9% | ? | -7% | -2% | -7% | -1%
Cc1cc(=O)n2nc(N3CCCC(C(=O)NCCCN4CCc5ccccc5C4)C3)sc2n1 (stereo not drawn) | 3% | -5% | -15% | -4% | 4% | -2% | 4%
Cc1ccccc1NC(=O)c1ccc(Cl)c(NC(=O)c2ccncc2)c1 | 4% | -16% | ? | 1% | / | -4% | 8%
Cc1c(Cc2ccccc2)sc(NC(=O)c2ccco2)c1C(N)=O | -7% | -19% | -14% | -8% | -31%[10 µM] | -5% | 20%
Cc1cc(C)nc(N2N=C(C(F)(F)F)CC2=O)n1 | 0% | -12%[9.22 µM] | / | -3% | 15%[10 µM] | / | 1%
O=c1nc2n(c3c4c(sc13)CCC4)CCC2 | -3% | 6% | 0% | -2% | -1%[0.074 µM] | 0% | 3%
CC(C)CNC(=S)N1CCC(C(=O)c2ccc3c(c2)OCCO3)CC1 | 6% | 9%[9.22 µM] | ? | 1% | -9%[10 µM] | ? | 1%
CC(C)(CC(=O)O)CC(=O)Nc1ccc(Cl)c(Cl)c1 | 4% | 7%[9.22 µM] | / | 0% | 10%[10 µM] | / | 1%
COc1ccc(S(=O)(=O)NC2CCCCC2)cc1-n1cnnn1 | -5% | -10%[9.22 µM] | -19%[46 µM] | -1% | 7%[10 µM] | 4% | 16%
Clc1ccc(-c2nnc3sc(-c4ccco4)nn23)c(Cl)c1 | 3% | -16% | -1% | -12% | 4% | 0% | 6%
CC(=O)NC1=NN(C(C)=O)C(C)(c2ccccc2)S1 (stereo not drawn) | 4% | 12% | ? | -3% | -29%[10 µM] | 1% | ?
O=C(NNC1=NCCC1)c1cccc(S(=O)(=O)N2CCCC2)c1 | 6% | -1% | 5% | -2% | / | -1% | 1%
O=C(Nc1ccccc1)c1ccc[n+](Cc2ccc([N+](=O)[O-])cc2)c1 | 10% | 7% | -10% | -6% | -23%[1.9 µM] | -3% | -6%
CCOC(=O)/C=C1\CC(C(=O)OCC)Oc2ccccc21 (stereo not drawn) | / | / | / | 7%[119 µM] | -21% | / | 18%[89.1 µM]
COc1ccc(C(=O)Oc2ccc(C(=S)N3CCCC3)cc2)cc1OC | 7% | -8% | -5% | -2% | 31%[10 µM] | 1% | -4%
COc1ccc(CCN=C2SCC(=O)N2C)cc1OC | -1% | 14% | 2% | 7% | 9% | -8% | -8%
CN1CCN(CCC(=O)N/N=C/c2cc([N+](=O)[O-])ccc2OC(F)F)CC1 | 3% | 0% | / | / | -39%[inhibitor] | 2% | -4%
FC(F)(F)c1ccc(Cl)c(NC(=S)N/N=C/c2ccccc2C(F)(F)F)c1 | -2% | 23% | 5% | 14% | / | 4% | -1%
COc1ccc(/C=N/NC(=O)C(O)(c2ccccc2)c2ccccc2)cc1OC | 3% | ? | 2% | -5% | / | -5% | -9%
COCCCn1c(SCC(=O)Nc2cccc(C(=O)OC)c2)nnc1-c1ccncc1 | 12% | 5% | 6% | 3% | -9%[10 µM] | -2% | -1%
Cc1ccc(N2C(=O)CC(SCC(=O)Nc3ccc(S(N)(=O)=O)cc3)C2=O)cc1 (stereo not drawn) | -6% | -3% | / | -1% | -19% | -3% | -8%
CC1CC(Nc2cccc(O)c2)=CC(=O)O1 (stereo not drawn) | -3% | -12% | 9% | -1% | -11% | 1% | 4%
COc1ccc(COC(=O)NNC(=O)c2ccccc2Cl)cc1 | -21% | 18% | 1% | 6% | -2% | -4% | 1%
CNC(=S)N1N=C(c2ccc(C)cc2)CC1c1ccc(Cl)cc1 (stereo not drawn) | -7% | -25% | -11% | -6% | -16% | -7% | -2%
C=CCc1c(C)nc(SC)nc1Nc1ccccc1 | 1% | 4% | ? | -6% | 19%[10 µM] | 6% | 7%
